AHR activator = AHR activators, primary screen, cell-based, luminescence, luciferase reporter, human; AHR-responsive luciferase reporter cells; activation, % at 5 µM; actives 2.5% (n = 320,000); Aryl hydrocarbon receptor (Homo sapiens), P35869; in the data active means activation above about 47%;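 further: 0% = vehicle wells and 100% = reference agonist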
Target sequence (P35869 whole entry, looked up): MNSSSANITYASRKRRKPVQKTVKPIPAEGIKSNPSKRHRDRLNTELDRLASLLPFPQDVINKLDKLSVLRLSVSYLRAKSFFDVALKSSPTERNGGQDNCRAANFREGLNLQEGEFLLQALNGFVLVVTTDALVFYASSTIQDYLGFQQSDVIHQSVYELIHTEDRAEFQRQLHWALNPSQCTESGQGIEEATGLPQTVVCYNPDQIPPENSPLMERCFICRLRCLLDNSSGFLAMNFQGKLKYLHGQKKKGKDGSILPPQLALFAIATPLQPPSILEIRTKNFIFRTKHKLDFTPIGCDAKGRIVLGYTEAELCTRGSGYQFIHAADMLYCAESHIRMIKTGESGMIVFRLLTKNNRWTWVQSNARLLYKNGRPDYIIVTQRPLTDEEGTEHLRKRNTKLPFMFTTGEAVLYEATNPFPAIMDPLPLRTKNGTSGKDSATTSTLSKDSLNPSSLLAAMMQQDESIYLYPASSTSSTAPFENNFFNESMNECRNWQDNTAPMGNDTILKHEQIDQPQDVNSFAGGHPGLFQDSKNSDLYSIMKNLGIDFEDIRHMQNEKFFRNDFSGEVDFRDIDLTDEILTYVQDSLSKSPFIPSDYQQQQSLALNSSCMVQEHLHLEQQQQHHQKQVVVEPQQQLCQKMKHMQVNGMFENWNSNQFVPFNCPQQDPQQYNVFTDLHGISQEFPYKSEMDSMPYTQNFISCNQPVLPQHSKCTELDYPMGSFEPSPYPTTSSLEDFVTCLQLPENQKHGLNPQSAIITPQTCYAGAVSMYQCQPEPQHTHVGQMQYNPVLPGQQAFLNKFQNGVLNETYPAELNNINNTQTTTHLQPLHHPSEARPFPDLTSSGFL
PP1 inh = PP1-alpha phosphatase inhibitors, primary screen, counter-screen for PP5 inhibitor project, biochemical, fluorescence, OMFP substrate, single point. purified PP1alpha. inhibition, % at 6.7 µM. actives 0.9% (n = 320,000). AID 2235, 2010;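 active means inhibition above the mean inhibition of all tested compounds plus 3 SD, computed separately for each screening campaign, cut at about 15% in these data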
PP5 inh = PP5 phosphatase inhibitors, primary screen, biochemical, fluorescence | Serine/threonine-protein phosphatase 5 (Homo sapiens), P53041 | actives 0.18% (n = 320,000) | purified PP5c, OMFP substrate fluorescence | AID 1987, 2009 | inhibition, % at 6.7 µM;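 active means inhibition above the campaign's mean inhibition across all tested compounds plus 3 SD, cut at about 9.5% in these data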;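 further: 0% = DMSO only and 100% = 100 µM cantharidin control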
TPT1 inhibitor = Candida albicans TPT1 enzyme inhibitors, primary screen, biochemical, fluorescence polarization. tRNA 2'-phosphotransferase TPT1 (Candida albicans SC5314). recombinant caTPT1, FP RNA substrate dephosphorylation. inhibition, % at 5 µM. actives 0.81% (n = 300,000). AID 1962, 2009;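 active means inhibition above the mean of all tested compounds plus 3 SD, set per screening campaign, cut at about 24% in these data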;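 further: plate controls were DMSO alone for no effect and ferristatin control at 100 nM for full effect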
procasp7 counter = procaspase-7 activators, primary screen, counter-screen for procaspase-3 activator project, biochemical, absorbance, HTS, human; AID 463210, 2010; actives 0.093% (n = 330,000); Caspase-7 (Homo sapiens), P55210; activation, % at 8.5 µM; recombinant procaspase-7, Ac-DEVD-pNA absorbance 405 nm; D23A/D198A/D206A triple mutant, cannot self-cleave; scale: DMSO 0, 5 µM enzyme 100;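 active means percent activation above the screen-wide mean plus 3 SD, cut at about 25% in these data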
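Test system: Procaspase-7 triple mutant (PC-7 D3A). Also added: Ac-DEVD-pNA substrate, 400 µM as added. Schedule: 1 h enzyme–compound preincubation and 2 h substrate reaction, both 25 °C. Signal: p-Nitroaniline absorbance at 405 nm, read at 0 and 120 min. Control set: low DMSO alone, high DMSO plus 5 µM PC-7.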
core dimer inh = inhibitors of HCV core protein dimerization, primary screen, biochemical, TR-FRET, high-throughput; TR-FRET GST/Flag-core106 dimerization, 1536-well; inhibition, % at 5 µM; actives 0.33% (n = 300,000);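 active means inhibition above the mean of all tested compounds plus 3 SD, set per screening campaign, cut at about 45% in these data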
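test system = GST/Flag-tagged HCV core106 proteins | probe or stimulus = Eu donor and XL665 acceptor anti-tag antibodies | times = compound-protein-antibody incubation 4 h at 22.5 °C | signal = TR-FRET, excitation 340 nm, emission 617 and 671 nm | measure = percent inhibition of core106 dimerization signal | controls = wells lacking GST-core106 and wells with excess unlabelled core106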
CTSL1 counter = Fasciola hepatica cathepsin L1 inhibitors, primary screen, counter-screen for PFM18AAP inhibitor project, biochemical, QFRET, fluorogenic peptide substrate | recombinant F. hepatica cathepsin L1, Z-Leu-Arg-MCA fluorescence | inhibition, % at 5.96 µM | actives 0.49% (n = 300,000);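 active means inhibition above the mean of all tested compounds plus 3 SD, set per screening campaign, cut at about 17% in these data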;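 further: 0% = plate median of test compound wells and 100% = 1 µM Z-Phe-Ala-diazomethylketone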
proCasp3 act = activators of human procaspase-3 D3A mutant, primary screen, biochemical, absorbance, PC-3 D3A mutant, single concentration | activation, % at 8.5 µM | actives 0.11% (n = 330,000) | Caspase-3 (Homo sapiens), P42574 | AID 463141, 2010 | recombinant procaspase-3 D3A, Ac-DEVD-pNA absorbance 405 nm;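 active means activation above the mean of all tested compounds plus 3 SD, cut at about 21% in these data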;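 further: 0% = DMSO alone and 100% = DMSO wells spiked with extra 5 µM PC-3 D3A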
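System: Procaspase-3 D3A mutant. Medium: Zinc-free 300 mM NaCl, 50 mM HEPES, 0.01% Triton X-100. Schedule: 1 h preincubation plus 2 h reaction at 25 °C. Measured by: 405 nm absorbance of p-nitroaniline, reads at 0 and 120 min. Read-out: percent activation relative to control range.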
PAFAH2 inh = PAFAH2 enzyme inhibitors, primary screen, biochemical, fluorescence polarization, human. AID 492956, 2010. recombinant PAFAH2, FP-rhodamine activity probe. Platelet-activating factor acetylhydrolase 2, cytoplasmic (Homo sapiens), Q99487. inhibition, % at 3.39 µM. actives 0.99% (n = 340,000);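 active means inhibition above the mean over all tested compounds plus 3 SD, cut at about 30% in these data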;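 further: inhibitors block probe labeling of enzyme so polarization drops; 0% = enzyme with DMSO and 100% = wells lacking PAFAH2 protein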
The depositor's hits bear a star; . = not tested or not shown.

Results follow in this order: proCasp3 act	core dimer inh	procasp7 counter	PP1 inh	PP5 inh	CTSL1 counter	PAFAH2 inh	AHR activator	TPT1 inhibitor
CCc1ccc(NC(=O)COc2cccc(-n3cnnn3)c2)cc1
→ -2	-8	3	2	1.8	-1	-2	11	-2
Cc1ccc(OCC(=O)N(Cc2ccccc2)C2CCS(=O)(=O)C2)c([N+](=O)[O-])n1 (stereo not given)
→ 8	0	-1	-3	0.0	1	-5	-1	1
CCC/C(=N/NC(=O)c1nnn(-c2nonc2N)c1CN1CCCCC1)c1ccccc1
→ 12	0	1	1	1.0	0	5	-1	-4
C/C(=N/NC(=O)c1ccc(C(C)(C)C)cc1)c1ccccn1
→ 3	-5	-4	-1	1.9	-1	8	8	1
CC(Sc1nnnn1C)C(=O)Nc1ccc(Oc2ccccc2)cc1 (stereo not given)
→ -3	-13	-12	2	5.0	-4	10	-1	-1
COc1ccc(C(=O)NCC2OCCc3ccccc32)cc1OC (stereo not given)
→ 1	-1	12	-3	-1.4	1	-3	-3	-3
O=C(C#Cc1ccccc1)Nc1cccc(F)c1
→ 5	-5	1	-1	4.3	5	-8	0	1
Cc1ccc(CN2C(=O)C(C)Nc3ncnc(N4CCOCC4)c32)cc1 (stereo not given)
→ 5	7	7	1	0.1	-2	4	2	-1
Cc1c(-n2c(=O)n(Cc3ccccc3)c(=O)c3[nH]cnc32)cccc1S(C)=O (stereo not given)
→ 10	-1	-13	1	-0.8	0	-4	0	1
CCc1ccc(NC(=O)c2cc(-c3ccco3)on2)cc1
→ 0	2	-1	-1	1.9	1	-12	-2	3
COCCn1c(C)cc(C2=NNC(=Nc3ccc(F)cc3)SC2)c1C
→ -3	24	-11	5	1.5	-1	-6	9	3
Cc1ccc(C)c(S(=O)(=O)N2CCCCC2CCNC(=O)C(=O)NCc2ccccn2)c1 (stereo not given)
→ 11	3	-3	-5	-4.4	-1	3	1	-3
CCNC(=O)C(=O)NCC1CCCN1S(=O)(=O)c1cccs1 (stereo not given)
→ 11	4	6	-7	1.0	-6	-3	-1	-3
O=C(CSc1nnc(-c2ccccc2Cl)o1)N1CCCCC1
→ 6	1	4	0	-1.2	3	-2	8	-2
COc1ccc(OC)c(NS(=O)(=O)c2c(C)nc3sccn3c2=O)c1
→ 12	6	-1	2	2.0	0	6	7	2
O=C(Nc1ccc2c(c1)OCCO2)c1coc2ccccc2c1=O
→ 8	2	36*	-3	-1.8	4	-3	7	-2
O=C(O)c1nc(-c2ccccc2)n(-c2ccc(Cl)cc2)n1
→ 2	1	8	18*	-1.0	3	1	1	-2
Cc1ccc2cc(S(=O)(=O)NCCCC(=O)O)ccc2c1
→ 3	1	9	3	2.3	2	6	1	-3
COc1cccc(C2C(C(=O)c3cc4ccccc4o3)=C(O)C(=O)N2CCN(C)C)c1OC (stereo not given)
→ -1	1	-9	0	1.4	2	-8	3	2
COc1ccc(C(=O)NN(C)c2nc(-c3ccccc3)nnc2C(F)(F)F)cc1
→ 10	3	-3	0	0.8	0	-6	-1	-4
CC(Oc1cccc(Cl)c1)C(=O)NCc1ccc(S(N)(=O)=O)cc1 (stereo not given)
→ -9	-1	8	-4	-3.9	0	12	2	3
CCOC(=O)N1CCN(S(=O)(=O)c2ccc3c(c2)CCN3C(=O)CC)CC1
→ -8	-2	8	1	0.6	-4	-6	0	-2
COc1ccccc1C(=O)Nc1ccc2c(c1)nc1n2CCSC1
→ 7	17	10	-3	0.3	-1	2	12	2
CN(C(=O)C1CCN(S(=O)(=O)c2cccs2)CC1)c1ccccc1
→ -3	-2	10	0	-2.0	-4	9	0	-1
CCOC(=O)CCCNS(=O)(=O)c1c(C)ccc2nsnc12
→ 7	1	-3	-2	-2.9	3	5	1	1
Cc1cc(C(=O)Cn2nc(C(=O)O)c3ccccc3c2=O)c(C)n1-c1cccc(C(F)(F)F)c1
→ -1	4	4	-2	1.4	6	-10	1	-4
O=Cc1c(-c2ccccc2)cc2oc3ccccc3cc1-2
→ 6	4	3	-3	-0.1	-4	4	25	-2
CCOC(=O)c1cc2c(ccn2C)n1CC(=O)N(Cc1ccccc1)c1ccccc1
→ 1	14	-7	5	3.8	-2	2	2	-6
COc1ccc(-n2c(=O)cc(N3CCN(c4ccccc4OC)CC3)[nH]c2=O)cc1
→ 8	-2	7	-4	0.7	-1	1	0	-3
Clc1ccc(-c2c[n+](Cc3cccc(Cl)c3)c3n2CCC3)cc1
→ 7	-7	10	-1	0.9	2	5	4	-3

Overlap with the part before: 2 entries; new compounds follow.
Results follow in this order: proCasp3 act	core dimer inh	procasp7 counter	PP1 inh	PP5 inh	CTSL1 counter	PAFAH2 inh	AHR activator	TPT1 inhibitor
COc1ccc(-n2c(=O)cc(N3CCN(c4ccccc4OC)CC3)[nH]c2=O)cc1
→ 8	-2	7	-4	0.7	-1	1	0	-3
Clc1ccc(-c2c[n+](Cc3cccc(Cl)c3)c3n2CCC3)cc1
→ 7	-7	10	-1	0.9	2	5	4	-3
CC1CN(C(=O)c2cc3cc([N+](=O)[O-])ccc3oc2=O)CC(C)O1 (stereo not given)
→ -2	-3	7	-2	3.4	-3	9	1	4
COc1cc(OC)cc(C(=O)OCC(=O)c2ccc(S(=O)(=O)N3CCCCC3)cc2)c1
→ 10	.	-8	-3	-1.1	.	1	0	.
O=C(COc1ccccc1Br)Nc1ccc2c(c1)OCCCO2
→ 1	3	15	-3	4.5	-4	4	-3	0
Nc1nc2ccccc2nc1N
→ -5	-3	12	-1	-0.8	-2	-3	29	-8
Cn1c(=O)c(=O)n(C)c2cc(S(=O)(=O)N3CCN(c4ccccc4F)CC3)ccc21
→ -5	1	7	-1	0.2	-3	-3	-1	1
CCN(CC)CCCN(Cc1cc2cc3c(cc2[nH]c1=O)OCO3)C(=S)NCCOC
→ 3	8	-4	-1	1.5	1	1	10	-1
COC(=O)c1ccc(C(NC(=O)OCc2ccccc2)/C(C)=C/[C@@H](C)C(=O)NCc2ccc(OC)c(OC)c2)cc1 (stereo not given in full)
→ 11	-3	1	2	2.8	-2	1	6	0
[O-]/C(=C(\C(=S)Nc1ccccc1F)[n+]1ccccc1)c1ccc(-c2ccccc2)cc1
→ -12	22	-10	2	-1.0	3	1	60*	3
CCOC(=O)C1(Cc2ccc(Cl)cc2)CCN(C(=O)C2CCCO2)CC1 (stereo not given)
→ 11	-1	7	-3	1.5	-1	1	0	-1
COc1ccc(OC)c2nc(-c3ccc4c(c3)OCO4)ccc12
→ 0	-6	7	2	2.6	-2	1	117*	-3
CC(C)(C)OC(=O)N1CCC(CNC(=O)c2ccc(F)cc2F)CC1
→ 7	0	4	-4	0.4	-2	.	-1	0
Cc1ccccc1-n1c(SCC(=O)Nc2ccccc2)nc2nc3c(cc2c1=O)CCCC3
→ -1	19	3	8	1.4	-1	-8	7	7
COc1ccc(Cl)cc1N(CC(=O)N/N=C/c1ccc(OCC(N)=O)cc1)S(C)(=O)=O
→ 3	5	0	-3	1.7	2	1	1	1
CC(C)(C#N)c1cc(Cn2cncn2)cc(C(C)(C)C#N)c1
→ -4	-10	7	4	2.4	-3	.	-2	-4
CCOc1ccc(C(=O)NCC(=O)NCC2CCCCC2)cc1OCC
→ 3	-1	-6	1	1.6	-4	-13	3	-1
O=C1C(Cc2c[nH]c3ccccc23)NC(=S)N1Cc1ccccc1 (stereo not given)
→ 6	5	-6	-2	2.3	0	.	2	-2
O=C(c1ccc(Cl)c(S(=O)(=O)N2CCOCC2)c1)N1CCOCC1
→ 2	-17	5	-9	2.2	-2	2	5	4
Clc1ccc(CSc2nnc(NC3=NCCCCC3)s2)cc1
→ 0	3	0	-3	2.5	-1	-8	2	-6
O=c1[nH]c2ccccc2nc1-c1ccccc1
→ 2	-2	-1	-4	1.5	9	6	101*	2
COc1ccc(-c2sc3cc(OC)c(OC)cc3c2C#CCCO)cc1
→ 2	.	12	6	2.7	.	2	32	.
O=c1oc2ccccc2c(CNc2ccccc2)c1[N+](=O)[O-]
→ -7	5	-4	-3	-0.2	-2	10	14	-3
CN(Cc1ccccc1)C(=O)c1[nH]cnc1C(=O)NCC(=O)OC(C)(C)C
→ -7	-3	9	-1	-1.2	1	-3	-1	-4
Cc1csc(NC(=O)CSc2nnc(CCNC(=O)c3ccc(Cl)c(Cl)c3)n2C)n1
→ -9	0	18	-1	-1.1	3	0	-3	-4
COC(=O)c1c(NC(=O)C(C)C)sc2c1C(C(=O)OC)CC2 (stereo not given)
→ -2	-2	-2	-2	3.8	5	-9	10	-2
COc1ccc2oc(C(=O)OC(C)C(=O)NCc3ccccc3)c(C)c2c1 (stereo not given)
→ 4	2	1	-1	0.4	6	6	3	3
Cc1sc2ncnc(Sc3ccccc3C(=O)Nc3ccccc3Cl)c2c1C
→ 4	5	-18	-3	2.6	-1	1	11	4
CC(C)C[C@H](NC(=O)c1nc[nH]c1C(=O)NCCCCCN)C(=O)OCc1ccccc1
→ 6	.	4	.	.	.	-6	0	.
CCc1noc(C)c1C(=O)OC(C)C(=O)Nc1cc([N+](=O)[O-])ccc1OC (stereo not given)
→ -3	1	4	-6	0.3	-29	-2	1	4
CSc1ccccc1C(=O)NCc1ccc(F)cc1
→ 1	4	14	-5	-3.0	32*	4	1	3
CCOc1cc(C(C#N)N2CCCCC2)ccc1OC (stereo not given)
→ -2	0	8	2	0.9	1	-1	0	2
Cc1ccc(Nc2nc(N)nc(CN3CCN(c4ccccc4F)CC3)n2)cc1
→ 5	5	-10	4	0.3	2	-10	8	-1
CC1=C(C(=O)Nc2ccccc2)C(c2ccco2)C(C#N)=C(SCC(N)=O)N1 (stereo not given)
→ 3	-2	-6	-3	3.8	2	-4	4	-5
O=C(Nc1nnc(S(=O)(=O)N2CCCC2)s1)c1ccccc1F
→ 2	-4	8	-1	-0.6	4	1	4	-1
N#CCCN(C(=O)CSc1nnc(-c2ccncc2)n1C1CC1)c1ccccc1
→ 5	.	0	-3	-1.4	.	2	4	.
COc1cccc(COc2ccc3ccc(=O)oc3c2)c1
→ -2	-1	9	2	0.2	2	-6	2	4
Cc1cc(-c2nnc(SCC(=O)Nc3cccc(Cl)c3)n2N)n[nH]1
→ -2	-6	-3	0	2.5	-3	9	15	-4
